# PfM18AAP inh = PfM18AAP enzyme inhibition | recombinant PfM18AAP, H-Glu-NHMec fluorogenic cleavage | inhibition, % at 7.35 µM | 1.2% of 290,000 active;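 active = inhibition above the campaign mean inhibition over all tested compounds plus 3 SD, cut at about 28% in these data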;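 also: 0% = plate median of test compound wells and 100% = 2 mM ZnCl2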
# DNA FID counter = fluorescent intercalator displacement, NS3 helicase counter-screen. DNA fluorescent intercalator displacement, fluorescence. inhibition, % at 7.9 µM. 0.17% of 290,000 active. AID 1845; in the data active = inhibition above about 37%;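 also: 0% = vehicle and 100% = reference compound; higher means more ethidium bromide displaced from hairpin DNA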
# MEKK3 PB1 HTS = MEKK3-MEK5 PB1 interaction, increase or decrease | Q99759 | bead-based flow cytometry, Alexa488-MEK5 binding to MEKK3; actives lie on both sides; 0 = blocked by unlabeled MEK5, 100 = vehicle | binding response (% of control), % at 10 µM | 1.4% of 290,000 active;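 active = binding response more than 3 SD above or below the average of its plate-row segment, actives on both sides; inconclusive = wells at one plate position flagged as instrument error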;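 also: Alexa488 bead fluorescence after subtracting the streptavidin-only scavenger bead signal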
# Target sequence (Q99759 whole entry, looked up): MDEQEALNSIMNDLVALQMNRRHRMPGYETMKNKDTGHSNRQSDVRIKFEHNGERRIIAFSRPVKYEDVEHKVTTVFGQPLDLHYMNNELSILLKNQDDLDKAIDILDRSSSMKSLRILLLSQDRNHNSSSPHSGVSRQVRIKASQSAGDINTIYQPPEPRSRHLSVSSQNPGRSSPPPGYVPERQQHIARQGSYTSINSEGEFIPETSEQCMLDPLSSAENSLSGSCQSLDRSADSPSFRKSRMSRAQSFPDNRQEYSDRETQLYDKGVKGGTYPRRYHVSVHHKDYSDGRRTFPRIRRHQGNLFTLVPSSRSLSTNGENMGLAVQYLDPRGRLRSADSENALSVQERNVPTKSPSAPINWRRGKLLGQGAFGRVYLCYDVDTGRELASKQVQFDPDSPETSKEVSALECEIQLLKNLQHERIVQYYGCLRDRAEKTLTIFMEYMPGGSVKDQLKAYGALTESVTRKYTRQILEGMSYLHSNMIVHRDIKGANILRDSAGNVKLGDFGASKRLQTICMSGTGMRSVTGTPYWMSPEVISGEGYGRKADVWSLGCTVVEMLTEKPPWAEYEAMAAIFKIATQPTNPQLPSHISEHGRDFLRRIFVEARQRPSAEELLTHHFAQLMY
# MEKK2wt PB1 HTS = raises or lowers MEK5 binding to wildtype human MEKK2 PB1 domain; Q9Y2U5; bead flow cytometry, Alexa488-MEK5 binding to MEKK2 WT; actives lie on both sides; binding response (% of control), % at 10 µM; 1.1% of 290,000 active; in the data active = binding response below about 67% or above about 130%; inconclusive = no clear call, values can overlap the other calls; inactive = in between
# GPR7 antagonist = human neuropeptides B/W receptor 1 antagonism | P48145 | GPR7-expressing cells, fluorescence antagonist assay | inhibition, % at 4.4 µM | 1.1% of 290,000 active | AID 1861; in the data active = inhibition above about 16%, passing the limit was not always enough;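 also: cells stimulated with the agonist NPW; 0% = agonist with vehicle and 100% = vehicle without agonist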
# OXTR agonist = human OXTR agonism. AID 2435. CHO-OTR cells, Fluo-8 calcium fluorescence; normalized: DMSO 0%, oxytocin 100%. 0.32% of 320,000 active. activation, % at 3 µM;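 active = activation above the mean of all tested compounds plus 3 SD, cutoff set per screening run, cut at about 20% in these data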;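 also: peak over basal fluorescence ratio from a 100 s FLIPR kinetic read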
# Target sequence (P30559 whole entry, looked up): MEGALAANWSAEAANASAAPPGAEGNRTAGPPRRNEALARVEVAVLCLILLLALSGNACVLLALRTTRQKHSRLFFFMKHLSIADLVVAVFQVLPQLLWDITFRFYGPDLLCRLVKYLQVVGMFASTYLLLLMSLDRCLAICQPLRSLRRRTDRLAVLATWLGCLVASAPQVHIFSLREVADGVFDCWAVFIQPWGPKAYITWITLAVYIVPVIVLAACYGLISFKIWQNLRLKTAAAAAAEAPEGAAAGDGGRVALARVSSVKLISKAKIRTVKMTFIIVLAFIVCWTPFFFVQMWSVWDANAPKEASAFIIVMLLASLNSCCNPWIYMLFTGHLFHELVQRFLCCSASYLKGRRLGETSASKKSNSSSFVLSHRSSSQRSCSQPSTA
# NALP1 yeast inh = NALP1 inhibition | S. cerevisiae NALP1/ASC/caspase-1 growth, X-gal OD620, 72 h | inhibition, % at 10 µM | 0.61% of 280,000 active | AID 2071; in the data active = inhibition mostly above about 24%, no sharp cut-off; inactive = mostly below about 32%; also: some compounds called inactive have numbers as strong as hits
# PHOSPHO1 inh = inhibitors of human PHOSPHO1 phosphatase; Q8TCT1; recombinant PHOSPHO1, absorbance phosphatase assay; inhibition, % at 13.3 µM; 1.1% of 290,000 active; in the data active = inhibition above about 60%
# MEKK2 mut-MEK5 = signal of MEK5 binding to mutant human MEKK2 PB1 domain; bead flow cytometry, Alexa488-MEK5 binding to MEKK2 mutant; percent response, % at 10 µM; 0.35% of 290,000 active; AID 1530; in the data active = percent response above about 24%, passing the limit was not always enough; also: inactives centre near 1; some results filed as inactive read as strong as hits; reference of the scale not given here
# * marks the source's active call; other numbers are inactive results; ? = inconclusive; · = not tested or not shown.
Structure	PfM18AAP inh	DNA FID counter	NALP1 yeast inh	OXTR agonist	MEKK2 mut-MEK5	PHOSPHO1 inh	GPR7 antagonist	MEKK3 PB1 HTS	MEKK2wt PB1 HTS
Cn1c(=O)[nH]c(=O)c2c1nc(N(CCO)Cc1ccccc1)n2CCCc1ccccc1	2	-39	-11	1.4	·	-11	3	·	·
CC(=O)c1cccc(NC(=S)NC(=O)C(C)C)c1	-1	-3	7	-0.7	2	40	1	102	107
CCOc1ccc2nc(NC(=O)Cn3[nH]c(=O)c4ccccc4c3=O)sc2c1	0	-6	6	0.4	8	-6	-15	101	98
COc1ccccc1NC(=O)C1=C(C)Nc2nnnn2C1c1ccccc1OC (stereo not given)	-8	-12	-4	2.0	-7	-1	3	90	93
CC/C(=N/NC(=O)c1ccc(Br)o1)c1ccc(Cl)cc1	2	-4	13	-0.8	0	-9	-6	97	97
Cc1ccc(-c2ccc(CCC(=O)O)n2-c2ccc(O)cc2)cc1	3	-4	0	0.2	·	34	0	·	·
COCCNC(=O)C(=O)NCC1OCCN1C(=O)c1ccc(Cl)cc1 (stereo not given)	0	-8	22	-0.8	10	-18	-6	104	96
CC(=O)Nc1ccc(S(=O)(=O)Nc2cccc(N(C)S(C)(=O)=O)c2)cc1	-8	-9	32	0.2	12	26	-4	106	107
O=[N+]([O-])c1cc2c(cc1/C=N/n1cnnc1)OCO2	39*	-1	0	0.3	6	-22	-13	101	100
CCN(c1ccccc1)S(=O)(=O)c1ccc2[nH]c(=O)[nH]c2c1	5	5	4	0.6	-9	33	-7	100	88
CC(C)(C)OCC(NC(=O)C(CC(N)=O)NC(=O)OC(C)(C)C)C(=O)OC(C)(C)C (stereo not given)	-9	-24	19	-0.2	-9	-10	-5	79	69
COc1cc(/C=N/Nc2nc(C)cc(C)n2)cc(OC)c1OC	6	-11	·	-0.9	-1	·	1	104	106
C=CCn1c(SCC(=O)Nc2ccc(-c3nc4ccc(C)cc4s3)cc2)nnc1-c1ccccc1	-7	-6	23	-0.6	12	-9	17	103	103
O=C(COC(=O)c1cc(-c2cccs2)nn1-c1ccccc1)Nc1ccc(Cl)c([N+](=O)[O-])c1	-1	3	13	-0.2	4	6	-8	114	111
CC(C)(C)OC(=O)N1CCC(c2c(C(=O)NC3CC3)cnn2-c2ccccc2)CC1	4	-51	-2	-0.2	-4	22	-7	102	99
O=C(O)CCC(=O)N1CCc2cc(S(=O)(=O)N3CCN(c4ccc(F)cc4)CC3)ccc21	-1	-36	-12	-0.4	9	17	-7	113	114
CCOC(=O)C(Cc1ccccc1)NC(=O)CCC(=O)c1ccc(OC)cc1 (stereo not given)	2	-33	1	0.0	3	·	-8	99	97
O=C(COC(=O)c1ccc(NS(=O)(=O)c2cccs2)cc1)NCC1CCCO1 (stereo not given)	2	-7	7	-0.1	1	32	-10	105	100
CCCCC1CC1C(=O)Nc1ncc2c(n1)CC(C)(C)CC2=O (stereo not given)	-3	-25	-14	-0.9	6	-17	-6	102	108
COc1ccc(/C=C2\SC(=O)N(CC(=O)NCCCn3ccnc3)C2=O)cc1	4	10	14	-0.5	-1	34	0	102	102

# More entries
Structure	PfM18AAP inh	DNA FID counter	NALP1 yeast inh	OXTR agonist	MEKK2 mut-MEK5	PHOSPHO1 inh	GPR7 antagonist	MEKK3 PB1 HTS	MEKK2wt PB1 HTS
O=C(CSc1nc2ccccc2c(=O)[nH]1)Nc1ccc(N2CCOCC2)c(Cl)c1	-8	-20	16	4.9	-3	26	-11	100	101
CC(=O)NCCc1nc2cc(NC(=O)c3ccc([N+](=O)[O-])cc3)ccc2n1C	6	-4	-6	·	1	56	-13	95	93
CCN(c1ccccc1)S(=O)(=O)c1cc(NC(=O)Nc2ccccc2C#N)ccc1Cl	-9	-8	46	-1.6	0	-14	-4	133*	108
CC1CCN(c2c(NCc3ccc(C(=O)N4c5ccccc5CC4C)cc3)c(=O)c2=O)CC1 (stereo not given)	1	-9	11	-1.4	4	-14	-13	99	98
COc1ccc(C2/C(=C(/O)c3ccc(C)cc3)C(=O)C(=O)N2c2ccccn2)cc1 (stereo not given)	-3	-38	16	-1.3	2	26	7	104	105
CCCC(=O)N(Cc1cc2cc(C)ccc2[nH]c1=O)c1ccccc1OC	-7	-9	9	-0.9	-3	-21	-12	96	96
O=c1c2ccccc2[nH]c(=S)n1Cc1ccccc1Cl	-6	0	-8	-1.9	2	-7	14	101	102
N#CCCn1c(=O)n(CCC#N)c2ccccc21	-3	-3	1	0.1	0	6	11	107	97
CC1Cc2nc(SCC(=O)Nc3ccc(F)cc3F)n(C)c(=O)c2S1 (stereo not given)	6	-7	-17	0.3	-3	-30	6	75	101
COc1ccc(-n2cc(CNC3CCOCC3)c(-c3cccc(F)c3)n2)cc1	-9	30	20	11	14	41	15	102	120
CC(C)(C)C1CCC(OCC(O)CN2CCN(Cc3ccccc3)CC2)CC1 (stereo not given)	2	19	14	4.0	8	7	0	97	107
COCCn1cnc2c1c(=O)n(CC(=O)OCC(=O)NCC(F)(F)F)c(=O)n2Cc1ccccc1	-1	-16	19	0.6	28	1	1	100	93
COCCN(C(=O)COC(=O)c1ccc(C=O)cc1)c1c(N)n(Cc2ccccc2)c(=O)[nH]c1=O	5	-12	2	0.2	11	23	5	106	108
CC(CNC(=O)CN1C(=O)c2cccnc2Oc2ccc(Cl)cc21)c1ccccc1 (stereo not given)	0	-34	21	-1.1	1	22	-9	103	102
NC(=O)C1(N2CCCCC2)CCN(C2CC(=O)N(CCc3ccccc3)C2=O)CC1 (stereo not given)	-66	-5	24	0.3	-1	2	-3	96	103
CN(C)c1cc(N)c2ccccc2n1 (tested in a mixture with another compound)	8	3	21	-0.1	2	25	-11	104	108
O=c1oc2ccccc2cc1-c1cn2cccnc2n1	5	-1	-4	0.5	-5	-7	7	94	90
CCCCNC(=O)CCn1c(=O)c2ccccc2n(CC(=O)Nc2ccccc2OCC)c1=O	0	-2	8	-1.5	0	-3	-9	98	95
CCC1=NN(C(=O)C(=O)Nc2ccc(OC)cc2)C(O)(C(F)(F)F)C1 (stereo not given)	-9	-3	4	0.6	-1	72*	-2	99	103
COc1ccc(-n2nc(C(=O)O)cc2-c2ccccc2)cc1	-1	-18	14	0.0	9	·	-19	104	112

# New compounds follow:
Structure	PfM18AAP inh	DNA FID counter	NALP1 yeast inh	OXTR agonist	MEKK2 mut-MEK5	PHOSPHO1 inh	GPR7 antagonist	MEKK3 PB1 HTS	MEKK2wt PB1 HTS
COc1ccc(OC)c(S(=O)(=O)N2CCN(C)CC2)c1	4	5	30	-0.1	2	1	1	101	102
Cc1nnc(SCCn2c(N3CCCCCC3)nc3c2c(=O)[nH]c(=O)n3C)s1	1	-18	8	0.2	-13	-8	-10	90	92
CCn1c(CNc2ccc(Cl)cc2)nnc1SCC(=O)OC1CCCCC1	0	-35	15	7.0	8	6	12	97	97
O=C(Nc1ccc2c(c1)C(=O)OC2)Nc1cccc2ccccc12	1	-1	5	-0.8	0	36	-8	98	99
COCCNC(=O)c1cn(CCOC)c(=O)c2c1c1ccccc1n2C	1	-10	13	-0.8	3	47	6	102	106
CCOC(=O)C1(CCOc2ccccc2)CCN(Cc2ccc(C(=O)OC)cc2)CC1	0	2	8	·	5	·	-18	102	110
COc1ccc(-n2nc(C(=O)NCC(=O)N3CCN(Cc4ccc5c(c4)OCO5)CC3)c3ccccc3c2=O)cc1OC	5	-21	13	0.2	-3	17	-7	100	98
O=C(COC(=O)C1=COCCO1)Nc1cc(S(=O)(=O)N2CCCCC2)ccc1Cl	0	-17	-20	1.1	-5	-8	-3	100	100
Cc1cc(Cl)cc(Br)c1OCCCNCC(C)O (stereo not given)	-2	11	15	3.4	2	25	2	102	103
CCOC(=O)Cc1nnc(NC(=O)C(CC)Sc2nc(C)cc(C)n2)s1 (stereo not given)	1	-24	-10	1.8	6	9	-1	102	102
Cc1ccc(-c2csc(N/N=C/C=C/c3ccccc3)n2)cc1	8	0	-4	0.5	-2	-30	10	102	95
CCCOc1ccc(N2C(=O)CC(NCc3ccc(S(N)(=O)=O)cc3)C2=O)cc1 (stereo not given)	-1	-3	-3	-0.8	-7	-23	-7	99	104
COc1ccccc1N1CCN(/N=C/c2cc([N+](=O)[O-])ccc2Cl)CC1	0	-9	3	-1.6	-1	20	-7	96	92
COc1ccc(CN(C(=O)c2ccc(-c3ccccc3)[nH]2)C(C(=O)NCC2CCCO2)c2ccc(C)o2)cc1 (stereo not given)	-1	-27	19	-1.9	·	36	-4	·	·
CC1CCN=C(N)S1 (stereo not given)	·	·	·	0.3	3	·	·	109	111
C=CCc1cccc([C@@H]2[C@@H](C)CC[C@H]3C(=O)N4[C@@H](c5cc(OC)c(OC)c(OC)c5)c5[nH]c6ccccc6c5C[C@H]4C(=O)N23)c1	-4	-22	21	0.1	-10	-14	33*	?	?
CC(C)NC(=O)C1CC=CCC1C(=O)O (stereo not given)	-1	0	11	-0.6	0	7	1	134*	107
CCN(CC)S(=O)(=O)c1ccc(N/N=C(\C)c2ccncc2)c([N+](=O)[O-])c1	4	-12	-8	0.5	7	35	-9	103	103
Cc1ccc(S(=O)(=O)NCC(=O)N(CC(=O)NCC2CCCO2)Cc2ccco2)cc1 (stereo not given)	4	-30	13	0.7	-1	8	-3	94	96
NS(=O)(=O)c1cc2c(cc1Cl)NC(c1ccccc1OCC(=O)O)NS2(=O)=O (stereo not given)	-3	2	-1	0.3	0	-2	-4	102	105

# Following part:
Structure	PfM18AAP inh	DNA FID counter	NALP1 yeast inh	OXTR agonist	MEKK2 mut-MEK5	PHOSPHO1 inh	GPR7 antagonist	MEKK3 PB1 HTS	MEKK2wt PB1 HTS
Cc1cccc(N2CCN(C(=O)c3ccc(NS(=O)(=O)c4ccc5[nH]c(=O)[nH]c5c4)cc3)CC2)c1C	2	-34	6	-0.9	3	24	-12	101	98
Cc1cc(N2C(=O)C3CC=CCC3C2=O)no1 (stereo not given)	2	1	6	1.4	-3	0	-13	105	102
O=C(Oc1cc(=O)n2ccccc2n1)c1ccccc1	0	1	25	-0.2	-1	4	-5	104	100
O=C(NNC(=S)Nc1ccccc1Cl)c1ccccc1Cl	11	-7	4	2.4	4	-6	-21	104	99
O=C1OCc2ccc(NC(=O)C3CCCCC3)cc21	-3	-4	18	-0.3	0	-4	-3	96	102
C=CCN(c1ccccc1)S(=O)(=O)c1cccc(C(=O)N2CC(C)CC(C)C2)c1 (stereo not given)	-4	-40	16	-0.8	8	24	6	104	112
Cc1ccc(CCc2nnc(SCC(=O)Nc3ccccc3Cl)n2-c2ccccc2)o1	-16	-31	20	-0.8	26	-19	-3	107	107
CC1C(O)=C(c2nc3ccccc3[nH]2)C(=N)N1c1ccccc1 (stereo not given)	-11	-1	2	-0.4	2	17	12	99	101
CC(C)NC(=O)CSc1nc(Cc2ccccc2)nc2ccccc12	4	-30	21	-1.9	2	25	-5	105	106
COC(=O)c1[nH]c2cc(OC)ccc2c1NC(=O)CN1CCC(C(N)=O)(N2CCCCC2)CC1	0	-4	-5	-0.9	-4	-13	-2	105	105

# Entries of single compounds from above. Order of values: PfM18AAP inh | DNA FID counter | NALP1 yeast inh | OXTR agonist | MEKK2 mut-MEK5 | PHOSPHO1 inh | GPR7 antagonist | MEKK3 PB1 HTS | MEKK2wt PB1 HTS
# Listed for C=CCN(c1ccccc1)S(=O)(=O)c1cccc(C(=O)N2CC(C)CC(C)C2)c1 (stereo not given) : -4 | -40 | 16 | -0.8 | 8 | 24 | 6 | 104 | 112
# Listed for CC1C(O)=C(c2nc3ccccc3[nH]2)C(=N)N1c1ccccc1 (stereo not given) : -11 | -1 | 2 | -0.4 | 2 | 17 | 12 | 99 | 101
# Listed for COC(=O)c1[nH]c2cc(OC)ccc2c1NC(=O)CN1CCC(C(N)=O)(N2CCCCC2)CC1 : 0 | -4 | -5 | -0.9 | -4 | -13 | -2 | 105 | 105

# Screening data: PubChem, several laboratories

# Random draw from the library (roughly 6.2% active in at least one column).
